# Bioassay records (PubChem BioAssay)
# PTK2B oligo ant = antagonists of human Pyk2 oligomerization; Q14289; 0.83% of 99,000 active; Q293 cells, Pyk2 FERM NanoBiT luminescence; active compounds read low; z-score (the deposit names both 25 µM and 10 µM); AID 1347419;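 active means Z-score of -3 or lower, scaled per plate to the spread of control and sample wells; inactive means z-score above -3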;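 further: negative z-score means lost luminescence so less FERM oligomerization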
# Target sequence (Q14289 whole entry, looked up): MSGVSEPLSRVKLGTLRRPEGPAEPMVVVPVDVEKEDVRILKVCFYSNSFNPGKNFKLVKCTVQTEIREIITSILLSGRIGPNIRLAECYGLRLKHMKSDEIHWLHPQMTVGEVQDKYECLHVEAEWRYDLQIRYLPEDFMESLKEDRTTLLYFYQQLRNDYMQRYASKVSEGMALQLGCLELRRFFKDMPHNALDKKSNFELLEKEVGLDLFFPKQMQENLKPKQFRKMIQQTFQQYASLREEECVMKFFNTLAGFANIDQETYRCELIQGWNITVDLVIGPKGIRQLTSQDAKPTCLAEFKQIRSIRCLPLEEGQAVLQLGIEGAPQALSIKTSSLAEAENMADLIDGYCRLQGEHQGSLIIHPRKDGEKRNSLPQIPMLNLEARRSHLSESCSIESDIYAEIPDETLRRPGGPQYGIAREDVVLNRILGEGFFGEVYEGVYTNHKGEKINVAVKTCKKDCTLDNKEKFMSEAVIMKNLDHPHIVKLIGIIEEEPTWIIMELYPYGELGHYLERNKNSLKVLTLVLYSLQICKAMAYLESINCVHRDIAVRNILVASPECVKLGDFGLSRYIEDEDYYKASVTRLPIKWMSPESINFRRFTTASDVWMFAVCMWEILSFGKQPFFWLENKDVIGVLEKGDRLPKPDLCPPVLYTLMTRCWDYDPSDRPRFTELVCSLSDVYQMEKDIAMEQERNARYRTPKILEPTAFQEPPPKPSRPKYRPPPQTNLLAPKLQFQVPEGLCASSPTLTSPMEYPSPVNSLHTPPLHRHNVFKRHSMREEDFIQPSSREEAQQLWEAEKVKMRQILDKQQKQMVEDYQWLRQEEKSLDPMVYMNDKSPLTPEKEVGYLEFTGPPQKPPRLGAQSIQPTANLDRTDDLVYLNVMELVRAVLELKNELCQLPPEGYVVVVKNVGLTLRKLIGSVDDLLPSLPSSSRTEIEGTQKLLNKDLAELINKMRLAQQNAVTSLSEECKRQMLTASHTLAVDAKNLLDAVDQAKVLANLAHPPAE
# Mac1 fbg enh = increases human CD11b/CD18 adhesion to fibrinogen; P05107+P11215; K562 CD11b/CD18 adhesion to fibrinogen, ATPlite luminescence; activation, % at 10 µM; 0.07% of 93,000 active; AID 1499;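 active means 10 µM primary screen giving 50% or more activity, confirmed by 40% or more on retest at that dose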; further: strong numbers were not always called active; reference of the scale not given here
# CYP2C9 act = activators of human CYP2C9; P11712; recombinant CYP2C9, luciferin-H conversion, luminescence; active compounds read high; factor 1 = untreated enzyme, 0 = blocked; activation factor at 5 µM; 1.4% of 96,000 active; AID 1024;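 active means activation factor of 2 or more for CYP2C9 at a 5 µM dose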;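 further: 0 = sulfaphenazole-blocked wells and 1 = vehicle-only wells; values of inactives mirror those of a sister screen read the other way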
# CYP2C19 inh = inhibitors of human CYP2C19; CYP2C19 Supersomes, luciferin-H EGE luminescence, 30 min; P33261; inhibition, % at 5 µM; 21% of 96,000 active;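 active means CYP2C19 inhibition above a set limit at 5 µM in the primary screen, cut at about 50% in these data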;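 further: plate controls were negative control wells for no effect and 2.5 mM tranylcypromine positive control for full effect; values of inactives mirror those of a sister screen read the other way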
# CYP2C19 activ = increases human CYP2C19 enzyme activity; P33261; recombinant CYP2C19, luciferin-H EGE luminescence; active compounds read high; 0 = fully inhibited enzyme, 1 = untreated enzyme; activation factor at 5 µM; 96,000 tested, under 10 active;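 active means activation factor of at least 2 at 5 µM in the primary screen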;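 further: 0 = wells with 2.5 mM tranylcypromine and 1 = vehicle-only wells; values of inactives mirror those of a sister screen read the other way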
# MT1-MMP txn act = activates MT1-MMP transcription. HT1080 MT1-MMP promoter luciferase reporter, luminescence, overnight; active compounds read high. activation factor at 10 µM. 0.16% of 86,000 active;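 active means activation factor of at least 2 for MT1-MMP transcription at 10 µM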
# Mac1 fbg inh = CD11b/CD18-fibrinogen binding inhibition. K562 CD11b/CD18 adhesion to fibrinogen, ATPlite luminescence; Mn2+ added to activate the integrin. inhibition, % at 10 µM. 0.54% of 93,000 active. AID 1497;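 active means primary inhibition of 50% or more at 10 µM, then 40% or more on retest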; further: some results filed as inactive read as strong as hits
# CYP2C9 inhib = human CYP2C9 inhibition | inhibition, % at 5 µM | P11712 | CYP2C9 Supersomes, luciferin-H conversion, luminescence | 20% of 96,000 active | AID 777;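 active means blocking of liver enzyme CYP2C9 beyond about 50% at 5 µM, limit read from the data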; further: values of inactives mirror those of a sister screen read the other way
# PLAP activator = activators of human placental alkaline phosphatase; purified PLAP enzyme, luminescent substrate read-out; active compounds read high; AID 696; activation fold at 20 µM; 1.2% of 96,000 active; P05187; in the data active means activation fold above about 2
# * hit, by the source's call; nt = not tested or not shown.
# Every second line gives: PTK2B oligo ant, Mac1 fbg enh, CYP2C9 act, CYP2C19 inh, CYP2C19 activ, MT1-MMP txn act, Mac1 fbg inh, CYP2C9 inhib, PLAP activator
CN(C)CCNC(=O)C1CC(=O)N(c2ccc(F)c(Cl)c2)C1 (centres undefined)
 : 0.29, 0, 1.3, 8, 0.9, 1.1, -3, -28, 1.1
CN1CCN(S(=O)(=O)c2ccc(NC(=S)NC(=O)c3ccccc3)cc2)CC1
 : 0.57, -5, 1.2, 45, 0.5, nt, 0, -22, 1
O=c1c2ccccc2nc2ccc(NCc3ccco3)nn12
 : 0.41, -5, 0.6, 14, 0.9, 1.6, -20, 38, 0.9
CCOc1c(N2CCCCC2)c(=O)c1=O
 : -0.39, 0, 1, -4, 1, 1.1, -23, 4, 1
CCN1CCN(c2nc3ccccc3nc2C(C#N)S(=O)(=O)c2ccc(C)cc2)CC1 (centres undefined)
 : -0.72, -4, 0.8, 23, 0.8, 1, -4, 24, 1.5
COc1ccc(-n2c(-c3cccc(OC)c3)nc(=S)c3c2CCCC3)cc1
 : 1, nt, 1, 2, 1, nt, nt, 2, 0.9
Cc1nnc(SC(C)C(=O)Nc2ccc(S(=O)(=O)N3CCCCC3)cc2)s1 (centres undefined)
 : -0.5, -2, 0.6, 12, 0.9, 1, -4, 44, 1.1
CCN(c1ccccc1)S(=O)(=O)c1ccc(N)c(OC)c1
 : 0.03, -2, 2.8*, 62*, 0.4, 0.9, 10, -184, 1.2
O=C(Nc1nc2ccccc2n1CCN1CCCCC1)c1ccc(Cl)cc1
 : nt, -3, 1, 5, 0.9, 1.1, -1, 1, 1
COC(=O)c1ccc(NC(=O)CN2CCN(c3ccccc3)CC2)cc1
 : 1.4, -3, 0.8, 7, 0.9, 1.1, 8, 16, 1.1
CCCCC(=O)Nc1ccc(C(=O)Nc2nnc(COC)s2)cc1
 : -0.93, 1, 0.7, 10, 0.9, nt, -4, 29, 0.9
O=C(CSc1nnc(Cn2nnc3ccccc32)o1)N(Cc1ccc(F)cc1)c1ccccc1
 : -1.3, -11, 0.4, 32, 0.7, 1.1, 102*, 59*, 1
C=CCn1c(SC(C)C(=O)NCCC2=CCCCC2)nc2ccccc2c1=O (centres undefined)
 : 0.62, 1, 0.4, 47, 0.5, 1.1, -18, 56*, 1.1
O=S(=O)(c1ccccc1)N1CCC(N2CCN(c3ccccc3)CC2)CC1
 : nt, -1, 1, -4, 1, 1.1, 13, -3, 1
Cn1c(=O)n(C)c2cc(S(=O)(=O)NCCc3ccccc3)ccc21
 : 1.3, -4, 0.9, 35, 0.6, 1.1, 15, 5, 0.9
CCOCC(=O)Nc1cc(C(=O)Nc2cccc(C)c2C)ccc1Cl
 : 1.3, -1, 1, -7, 1.1, nt, 2, -4, 1
Cc1ccc2[nH]c3c(N4CCN(Cc5ccc6c(c5)OCO6)CC4)ncnc3c2c1
 : nt, -7, 0.1, 50*, 0.5, 1.1, 91*, 88*, 1
CCN1CCCC1CNCc1ccc(Cl)cc1Cl (centres undefined)
 : 0.14, 3, 0.9, 18, 0.8, 1.3, -36, 5, 1
Cc1sc2nc(NCCO)[nH]c(=O)c2c1C
 : nt, 1, 0.9, 23, 0.8, 1.1, 4, 10, 1
CC(=O)NC1CCN(C(=O)N2CCCC2)CC1
 : 1.8, 0, 1.1, 0, 1, 1, 5, -10, 1
CC(=O)Nc1ccc2nc(SCC(=O)Nc3ccc(N4CCOCC4)c(Cl)c3)sc2c1
 : -2.2, nt, 0.2, 45, 0.6, nt, nt, 76*, 0.8
O=C(NCc1ccco1)C(C(=O)c1ccc(F)cc1)n1ccccc1=O (centres undefined)
 : 0.43, -8, 1.2, -18, 1.2, 1.3, 4, -21, 1.2
CCOC(=O)C1CCCN(C(=O)CN2C(=O)c3ccccc3C2=O)C1 (centres undefined)
 : 0.79, -1, 1.2, -9, 1.1, 1, -4, -15, 1.2
C=CCc1cccc2cc(C(=O)NCc3cccnc3)c(=O)oc12
 : 2, 2, 0.9, 70*, 0.3, 1.2, 4, 13, 1.4
COc1cc(C)nc(N2CCC(C(N)=O)CC2)n1
 : -0.28, -2, 0.9, 5, 1, 1.1, 7, 5, 1.1
NC(=O)c1sc2nc(N3CCCCC3)c3c(c2c1N)CCCC3
 : 0.98, 0, 0.3, 43, 0.6, 1, 13, 68*, 1.5
COc1ccc(CCN(C)C(=O)N2CCOCC2)cc1OC
 : 0.72, -3, 1.1, 12, 0.9, 1, -10, -14, 0.9
COc1ccc(Cn2nnc3c(=O)[nH]c(C(=O)NCCc4ccc(F)cc4)nc32)cc1OC
 : nt, -2, 0.3, -1, 1, 1.1, 23, 74*, 1.7
O=C(NCc1ccco1)c1nc(-c2ccccc2)n(-c2ccccc2)n1
 : -1.3, -6, 0.5, 26, 0.7, 1.2, -9, 51*, 0.9
COc1cc2cc(CN(CCN3CCCC3)C(=O)Nc3ccc(F)cc3)c(=O)[nH]c2cc1OC
 : -0.03, 2, 1, -10, 1.1, 1.3, -3, 2, 1.4
COc1cccc(NC(=O)c2ccc(CN3CCOCC3)cc2)c1
 : 1.2, -1, 1, -2, 1, 1.3, 14, -2, 0.9
O=C1CSC(c2cccc(F)c2)N1c1ccc(O)cc1 (centres undefined)
 : 0.07, -3, 0.7, 26, 0.7, 1.1, 10, 33, 1.1
Cn1c(C(=O)NCCc2c[nH]c3ccccc23)cc2sccc21
 : nt, -4, 1.2, 54*, 0.5, 1.6, 26, -23, 0.6
O=C(NCC(c1cccnc1)N1CCN(c2ccccc2F)CC1)c1cccc(Cl)c1 (centres undefined)
 : -0.11, -3, 0.1, 91*, 0.1, nt, 23, 95*, 1.6
COc1ccc2cc(CCNC(=O)c3ccc(Br)o3)c(=O)[nH]c2c1
 : nt, 0, 0.8, 51*, 0.5, 1, -48, 25, 0.9
CCOc1ccccc1NC(=O)C1CCCN1C(=O)OCc1ccccc1 (centres undefined)
 : 0.84, -1, 0.7, 36, 0.6, 1.1, 4, 29, 0.8
Cc1ccc(CS(=O)(=O)CCC(=O)NCCCOC(C)C)cc1
 : 0.35, nt, 0.9, -5, 1.1, 1.3, nt, 10, 1.2
Nc1nnc(SCC(=O)Nc2ccc(S(=O)(=O)N3CCOCC3)cc2)s1
 : 1.5, 0, 0.8, -13, 1.1, nt, 3, 23, 1.6
Cn1c(=N)n(CC(O)c2ccco2)c2ccccc21 (centres undefined)
 : 0.42, -2, 1.1, -25, 1.2, 1.1, 7, -6, 0.8
C=CCc1ccccc1OCC(O)CN1CCN(c2ccccc2F)CC1 (centres undefined)
 : 0.07, 0, 0.5, 66*, 0.3, 1, -6, 55*, 1.3
O=C1CC(c2ccccc2)CC(O)=C1C=NC1CCCCC1 (centres undefined)
 : -0.66, -5, 1.1, -2, 1, nt, 6, -7, 1
CCOC(=O)c1c(NC(=O)CN2CCN(c3ccc(Cl)cc3)CC2)sc(C)c1C
 : 1.1, -1, 0.7, -5, 1, nt, -6, 28, 1.1
O=C(COc1nc2ccccc2nc1N1CCOCC1)N1CCc2ccccc21
 : 1.6, -4, 1, -19, 1.2, 1.1, -5, 3, 1
CCCCNc1cc(=O)oc2ccccc12
 : 1.2, nt, 0.9, 28, 0.7, 1.2, nt, 13, 0.9
O=C(O)CCC(=O)OCC1CCCO1 (centres undefined)
 : -0.01, -2, 1, 0, 1, 1.6, -10, 3, 0.8
CCOc1ccc(C(=O)c2ccc(OCC)c(N)c2)cc1N
 : -0.55, -3, 0.6, 76*, 0.2, 1.6, 2, 43, 1.2
Cn1c(=O)c2c(nc(Sc3nc4ccccc4n3CC(=O)N3CCCCC3)n2C)n(C)c1=O
 : 2.2, 3, 0.6, 10, 0.9, 1.2, 38, 36, 1.8
COCCNC(=O)CCCCCN1C(=O)CCC1=O
 : -0.4, -2, 1, 12, 0.9, 1, -8, -1, 1
COc1ccc(C(C(=O)NC2CCCC2)N(C(=O)c2snc(-c3ccc(F)cc3)c2N)c2ccc(OC)cc2)cc1 (centres undefined)
 : 0.54, nt, 0.9, -6, 1.1, nt, nt, 14, 0.9
Cc1nnc2n(Cc3ccccc3)c(=O)c3c4c(sc3n12)CN(Cc1ccccc1)CC4
 : nt, -1, 0.9, 6, 0.9, 1.2, 6, 8, 1.6
Cc1cc(C(=O)N2CCN(C(=O)C3CCCO3)CC2)no1 (centres undefined)
 : -0.45, 6, 1, 2, 1, 1.1, -10, -1, 1.1
Cc1c(C#N)c(NC(=O)c2cccc(Cl)c2)n(Cc2ccccc2)c1C
 : -2.4, 4, 1, -1, 1, nt, -25, 3, 1
CCCc1nc2ccccc2c2nc(N)nn12
 : 2, -2, 1.2, 28, 0.7, 1.1, 18, -18, 1.1
Cc1cc(C)n(-c2c(F)c(F)c(CN3CCOCC3)c(F)c2F)n1
 : 0.79, 0, 0.8, 3, 1, 1.2, -14, 18, 1.4
O=C(CSc1nc2ccccc2o1)Nc1ccc(Cl)cc1
 : 1.7, -1, 0.5, 24, 0.8, 1.2, 1, 50, 0.8
S=C1NC(c2ccccc2)=NCN1c1ccc(Br)cc1
 : 0.92, -1, 0.8, 52*, 0.5, 1.2, -4, 19, 0.8
O=C(c1ccc(CN2CCOCC2)cc1)N1CCN(Cc2ccccc2)CC1
 : 1.6, -2, 0.9, 9, 0.9, 1.2, 9, 7, 1.8
C=C(C)CSc1nc2nc(C)cc(C)n2n1
 : 0.13, 1, 0.8, 36, 0.6, 1, -1, 15, 1
Nc1nncn1C(=O)c1ccccc1Cl
 : 0.33, 0, 1, -12, 1.1, 1.1, -27, -4, 1
Cc1cccc(Oc2nc(-c3ccccc3)cc(C)c2S(C)(=O)=O)c1C
 : 0.04, -2, 0.1, 63*, 0.4, 1.2, 7, 93*, 1.1

# 5 compounds picked at random from those above, as already listed:
# Every second line gives: PTK2B oligo ant, Mac1 fbg enh, CYP2C9 act, CYP2C19 inh, CYP2C19 activ, MT1-MMP txn act, Mac1 fbg inh, CYP2C9 inhib, PLAP activator
Cn1c(=N)n(CC(O)c2ccco2)c2ccccc21 (centres undefined)
 : 0.42, -2, 1.1, -25, 1.2, 1.1, 7, -6, 0.8
Cc1ccc(CS(=O)(=O)CCC(=O)NCCCOC(C)C)cc1
 : 0.35, nt, 0.9, -5, 1.1, 1.3, nt, 10, 1.2
COCCNC(=O)CCCCCN1C(=O)CCC1=O
 : -0.4, -2, 1, 12, 0.9, 1, -8, -1, 1
COc1ccc2cc(CCNC(=O)c3ccc(Br)o3)c(=O)[nH]c2c1
 : nt, 0, 0.8, 51*, 0.5, 1, -48, 25, 0.9
COc1cccc(NC(=O)c2ccc(CN3CCOCC3)cc2)c1
 : 1.2, -1, 1, -2, 1, 1.3, 14, -2, 0.9

# (cont.)
# Every second line gives: PTK2B oligo ant, Mac1 fbg enh, CYP2C9 act, CYP2C19 inh, CYP2C19 activ, MT1-MMP txn act, Mac1 fbg inh, CYP2C9 inhib, PLAP activator
Cn1c(SCc2cc(=O)n3cc(Br)ccc3n2)nnc1C1COc2ccccc2O1 (centres undefined)
 : -0.01, 5, 0.5, 30, 0.7, 1.2, -2, 54*, 1.2
Clc1ccc(Nc2nc(-c3cccnc3)cs2)cc1
 : -0.85, 1, 0.9, 83*, 0.2, 1.6, 1, 6, 0.9
COc1cccc(-c2nc(CS(=O)CC(=O)NCCCOC(C)C)c(C)o2)c1 (centres undefined)
 : 0.91, -4, 1.2, -2, 1, 1.1, -32, -18, 1.3
COc1ccc(-c2cc(=O)oc3cc(OC(C)C(=O)O)ccc23)cc1 (centres undefined)
 : 1.4, -2, 0.7, 1, 1, 1.1, 2, 27, 1.1
COc1ccc(C(O)P(=O)(O)CCc2ccccc2)cc1 (centres undefined)
 : 0.68, nt, 1.2, -19, 1.2, 1.1, nt, -22, 1
Nc1cccc(NC(=O)c2cccs2)c1
 : -1.2, 2, 1, -8, 1.1, 1.3, -9, 2, 0.8
Cc1ccc(NC(=S)C2=C(O)c3sccc3N(C)S2(=O)=O)cc1
 : -0.55, -2, 0.1, -1, 1, 1.4, -8, 95*, 1.2
c1ccc(CNC2=NCCC2)nc1
 : -0.48, -1, 1.1, -1, 1, 1, -27, -6, 1.2
